Tau fluor cs = counter-screen for tau fibril formation inhibitors. tau K18 P301L (four-repeat tau fragment) Alexa594 fluorescence, heparin fibrillization. Potency, µM (titrated, usually from 57.7 µM), without a hit: at the top dose activity change, negative = decrease. 0.93% of 280,000 active. AID 1463; further: on the % scale 0 is the no-effect control and ±100 the full control effect; nearly all actives have a fitted effect of over 55% in size
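Human K18 P301L tau (15 uM unlabeled plus 0.24 uM Alexa 594-labeled, final) in 100 mM sodium acetate pH 7 was mixed with compound and 20 uM heparin and incubated 6 hr at 37 C.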
Epigenetic derep = epigenetic control regulation, reporter derepression; Potency, µM (highest dose often 53.9 µM), without a hit: top-dose GFP activation, usual class: activators; AID 1865; 0.2% of 280,000 active; murine LDR cells, GFP reporter derepression, 30 h; further: % of control where 0% means no effect; nearly all actives have a fitted effect of over 60% in size
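GFP-positive cell count by laser-scanning cytometry (objects 20–120 um) after 30 h, 37 C compound exposure of murine LDR cells; reporter is CMV-GFP integrated at a silenced locus, inducible by HDAC or DNMT inhibitors.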
Starred values were filed as active, the others as inactive; ? = inconclusive; [ ] = dose if it differs, or a comment. The call rests on the fitted dose curve; in most records, active means well fitted curve in the direction sought with a large enough effect; inconclusive means small, poorly fitted or top-dose-only effect, or another doubt; inactive means no such curve, though single readings can be large; an effect the other way counts as inactive or inconclusive. Potency means the concentration at half of the fitted maximal effect. These rows are one share of the data, so the mix of outcomes need not match the whole.

SMILES	Tau fluor cs	Epigenetic derep
Cc1ccc(NC(=O)Cn2nc(C)c3nn(-c4ccc(Cl)cc4)c(C)c3c2=O)cc1F	-26.3%	5.3%
CCn1c(C)c(C)c2cc(C(=O)NCCc3ccc(C)cc3)ccc21	?	-3.4%
CCCOc1ccc(CNC(=O)c2ccc(C)c(-n3c(C)nc4cccnc43)c2)cc1	-0.1%	-0.6%
COc1cc(C(CC(=O)Nc2ccc(Br)cn2)N2Cc3ccccc3C2=O)cc(OC)c1OC (centres undefined)	-1.6%	2.7%
COc1cc(OC)c(-c2cc(C(=O)NCc3ccc(F)cc3)c3c(-c4ccccc4)[nH]nc3n2)cc1OC	?	-1.6%
COc1ccc(CN2CCc3c(c(=O)n4ncc(C(=O)N5CCN(c6ccccc6OC)CC5)c4n3C)C2)cc1	-6.3%	-0.9%
Cc1ccc(-n2nc3cc(C)c(NC(=O)COc4ccccc4)cc3n2)cc1	-2.1%	-0.8%
COCCn1c(=NC(=O)c2ccc3c(c2)OCCO3)sc2cc(NC(C)=O)ccc21	-11.8%	-1.9%
CC(=O)c1cccc(NC(=O)Cn2c(=O)c(CNc3ccc(C)cc3)cc3cc4c(cc32)OCCO4)c1	17.8µM*[quencher]	?
CCOC(=O)c1ccc(NC(=O)c2cnn(-c3ccc(C)cc3C)c2C2CCN(C(=O)OC(C)(C)C)CC2)cc1	-18.7%	-0.2%
Cc1cc(F)ccc1NC(=O)CCn1nc(C)c(S(=O)(=O)N2CCCCC2)c1C	3.3%	-4.1%
Cc1ccc(C)c(N2CCN(CCCNC(=O)c3cnn(-c4ccc(F)cc4)c3C3CCN(C(=O)OC(C)(C)C)CC3)CC2)c1	-14.1%	6.1%
Cc1ccc(NC(=O)Cn2c(=O)n(Cc3ccccc3)c(=O)c3c2c2cc(C)ccc2n3C)cc1	-4.0%	0.0%
CCOc1ccc(CNC(=O)c2cnc3sc(N4CCOCC4)nn3c2=O)cc1OC	-11.7%	1.4%
CCc1ccc(-n2c(=O)c3cccnc3n2CC(=O)N(CC)c2cccc(C)c2)cc1	-8.6%	-1.8%
CCOc1ccccc1NC(=O)C1=C(C)Nc2ncnn2C1c1ccc(C)o1 (centres undefined)	-4.0%	-0.9%
O=S(=O)(NCCc1cn2ccsc2n1)c1ccc(Cl)cc1	2.9%	0.0%
O=C(NCc1cccc(F)c1)c1ccc(NC(=O)c2nsc3ccccc23)cc1	-28.8%	2.3%
Cc1ccc(CC(=O)Nc2ccc3c(c2)N(C)C(=O)c2ccccc2S3)cc1	-26.3%	-1.3%
O=C(CSCc1ccc(F)cc1)N1CCc2c([nH]c3ccccc23)C1c1ccc(Cl)cc1 (centres undefined)	-13.2%	-1.6%
Cc1ccc(S(=O)(=O)C(CNC(=O)c2ccccc2F)c2cccs2)cc1 (centres undefined)	-3.0%	0.7%
CCC(=O)N1CCc2cc(CNC(=O)c3ccc(OC)cc3)ccc21	6.8%	0.0%
CN1CCN(CCNC(=O)c2cnn(-c3ccc(Cl)cc3)c2C2CCN(C(=O)OC(C)(C)C)CC2)CC1	-1.1%	0.0%
CCOc1ccc(CCNC(=O)c2sc3ncccc3c2-n2c(C)ccc2C)cc1	-18.6%	11.2%
Cc1cccc(CCNC(=O)c2ccc3c(c2)N(Cc2ccccc2F)C(=O)c2ccccc2S3)c1	-8.5%	-1.1%

Random excerpt: 6 records from the list
SMILES	Tau fluor cs	Epigenetic derep
COCCn1c(=NC(=O)c2ccc3c(c2)OCCO3)sc2cc(NC(C)=O)ccc21	-11.8%	-1.9%
CCOc1ccc(CNC(=O)c2cnc3sc(N4CCOCC4)nn3c2=O)cc1OC	-11.7%	1.4%
CCn1c(C)c(C)c2cc(C(=O)NCCc3ccc(C)cc3)ccc21	?	-3.4%
CCc1ccc(-n2c(=O)c3cccnc3n2CC(=O)N(CC)c2cccc(C)c2)cc1	-8.6%	-1.8%
O=S(=O)(NCCc1cn2ccsc2n1)c1ccc(Cl)cc1	2.9%	0.0%
Cc1ccc(NC(=O)Cn2nc(C)c3nn(-c4ccc(Cl)cc4)c(C)c3c2=O)cc1F	-26.3%	5.3%

Next structures
SMILES	Tau fluor cs	Epigenetic derep
CCN(CC)c1ccc(NC(=O)c2cc(CN3CCCC3)on2)c(C)c1	-10.4%	0.0%
Cc1ccc(C)c2sc(NC(=O)c3ccc(S(=O)(=O)N4CCC(C)CC4)cc3)nc12	-19.7%	2.4%
CCc1ccc(NC(=O)N2CCN(c3nnc(C)c4c(C)n(-c5ccc(Cl)cc5)nc34)CC2)cc1	11.8%	2.9%
Oc1c(C(c2ccccc2Cl)N2CCN(Cc3ccccc3)CC2)sc2nc(-c3ccco3)nn12 (centres undefined)	-13.3%	1.4%
O=C(NCCS(=O)(=O)N1CCN(c2ccc(F)cc2)CC1)c1cc(=O)c2ccccc2o1	-2.1%	6.8%
Cc1ccc(C(=O)N2CCC(N3CCN(Cc4ccc(F)cc4)C(=O)C3=O)CC2)cc1	-10.7%	-2.0%
Cc1nnc(NC(=O)CSc2nccn2-c2cccc(Cl)c2)s1	0.6%	0.8%
COc1ccc(OC)c(CNC(=O)C2CCCN(c3ncnc4onc(-c5ccc(F)cc5)c34)C2)c1 (centres undefined)	2.8%	0.0%
CCn1c(=N)n(CCOc2ccc(Br)cc2)c2ccccc21	1.4%	1.2%
Cc1cccn2c(=O)cc(CSc3nnc(NC(=O)COc4ccc(F)cc4)s3)nc12	-8.8%	-1.1%
Fc1ccc(-n2ncc3c(NCCCN4CCOCC4)ncnc32)cc1	0.7%	0.5%
O=C(NCc1cccc(Br)c1)c1cnn(-c2ccc(F)cc2)c1-n1cccc1	-14.3%	0.6%
O=C(CSc1nc2ccsc2c(=O)n1Cc1ccccc1Cl)NCc1ccc(Cl)cc1	-2.6%	?
COc1ccccc1-n1ncc2c(=O)[nH]c(SCC(=O)Nc3cccc(F)c3)nc21	-4.5%	0.0%
Cc1ccccc1CNC(=O)c1c(C)oc2c1C1=NCCN1C=N2	0.5%	0.0%
Cc1cc(C)c(NC(=O)CN2C(=O)c3cccnc3Oc3ccc(C)cc32)c(C)c1	-13.9%	-1.1%
COc1ccc(NC(=O)c2cccn2-c2nnc(N3CCCCC3)s2)c(OC)c1	-9.5%	-2.0%
CCOC(=O)c1cccc(NC(=O)CSc2ncc3c(n2)-c2ccccc2N(C)S3(=O)=O)c1	-17.9%	11.8%
CC(C)c1ccc(NC(=O)c2cccn2-c2nnc(N3CCCCC3)s2)cc1	-28.7%	0.7%
Cc1cc(C(=O)Nc2ccc(C(C)C)cc2)c2c(C)nn(-c3ccccc3)c2n1	-23.3%	-1.3%
COc1cc(NC(=O)NCCn2nnc3cc(S(=O)(=O)N(C)C)ccc32)cc(OC)c1	-8.0%	-6.2%
Cc1ccc(NC(=O)C2CCCN(c3nnc(C)c4c(C)n(-c5ccccc5)nc34)C2)cc1Cl (centres undefined)	-0.3%	17.5%
CCC(C)n1c(SCc2ccc(F)cc2Cl)nc2ccsc2c1=O (centres undefined)	8.0%	0.8%
COc1ccc(C2C(=O)N(C3CCCCCC3)CC(=O)N2Cc2ccc(C)cc2)cc1OC (centres undefined)	1.8%	2.0%
COc1ccccc1CNC(=O)c1ccc2nc(CCc3ccccc3)oc2c1	-12.6%	-2.8%
(list continues)
SMILES	Tau fluor cs	Epigenetic derep
O=C(CSc1ncc(CO)n1Cc1ccccc1)Nc1ccc(C(F)(F)F)cc1	-20.0%	-0.6%
CC1=C(C(=O)Nc2ccccc2C)C(c2cccs2)n2nc(SCc3cc(C)ccc3C)nc2N1 (centres undefined)	-11.0%	2.6%
COC(=O)c1ccc(NC(=O)C(=O)NCCc2sc(-c3cccc(F)c3)nc2C)cc1	1.2%	6.8%
CCc1ccc(NCc2cc3ccc(OC)cc3n(CC(=O)Nc3ccc(C(C)C)cc3)c2=O)cc1	?	7.7%
CC(=O)N1CCCc2cc(S(=O)(=O)NCc3cccc(C)c3)ccc21	-14.2%	1.1%
Cc1cccc(Cn2c(=O)n(CC3CCC(C(=O)N4CCOCC4)CC3)c(=O)c3sccc32)c1 (centres undefined)	0.0%	0.0%
O=C(Cn1c(=O)ccc2cc(S(=O)(=O)N3CCCC3)ccc21)NCc1ccc(Cl)cc1	-18.2%	1.1%
O=C(NCc1cccnc1)C1CCN(Cc2cc3ccccc3n2Cc2cccc(Cl)c2)CC1	-18.6%	-1.3%
O=C(Nc1ccc(Br)cc1)c1cc(S(=O)(=O)N2CCc3ccccc32)ccc1F	?	-3.5%
O=C(NCC(c1ccco1)S(=O)(=O)c1cccs1)c1ccc(C(F)(F)F)cc1 (centres undefined)	-22.7%	4.0%
O=C1CCSC2(C(=O)N(Cc3ccccc3)c3ccccc32)N1c1ccccc1 (centres undefined)	-24.3%	10.1%
CCOc1ccc(CCNC(=O)C2Cc3ccccc3N2C(=O)CC)cc1 (centres undefined)	-1.2%	-5.5%
CCc1cccc(C)c1NC(=O)Cn1nnc(-c2nc(-c3ccccc3F)no2)c1N	6.2%	1.4%
O=C(NC1CCCCC1)c1ccc2c(c1)N(Cc1ccccc1F)C(=O)c1ccccc1S2	1.5%	-1.1%
Cc1cccc(C(=O)Nc2ccccc2C(=O)OCc2cc(=O)n3nc(C4CC4)sc3n2)c1	-2.3%	-0.7%
O=C(NCc1ccc(F)cc1)c1cc(-c2ccc(Cl)cc2)n[nH]1	-19.8%	4.1%
Cc1ccc2nc(COc3ccccc3NC(=O)COc3ccccc3Cl)cc(=O)n2c1	-6.3%	0.3%
CCOc1cc(CNC(=O)c2ccc3c(c2)N(C)C(=O)C2CCCCN32)cc(OCC)c1OCC (centres undefined)	-16.1%	-1.7%
COc1ccc(OC)c(NS(=O)(=O)c2ccc3[nH]c4c(c3c2)CCCCC4)c1	11.2µM*[quencher]	-1.3%
Cc1cc(C)c(NC(=O)c2cc(CN3CCOCC3)on2)c(C)c1	-1.8%	1.1%
O=C(CC(c1cccs1)N1Cc2ccccc2C1=O)Nc1ccc(F)c(Cl)c1 (centres undefined)	?	?
O=C(CCNS(=O)(=O)c1ccc2c(c1)CCN2C(=O)C1CC1)Nc1ccc(F)cc1F	-10.9%	2.2%
CCOc1cccc(CC(=O)Nc2ccc3nc(N4CCCCC4)cc(C)c3c2)c1OCC	?	-1.6%
CCCCN(CC)C(=O)CSc1nc2c(sc3ccccc32)c(=O)n1CCc1ccccc1	-7.6%	0.0%
CCS(=O)(=O)N1CCC2(CC1)OC(=O)C(C)=C2C(=O)NCc1cccc(Cl)c1	-6.1%	0.7%

Compound profiles, as listed above. Screens in order: Tau fluor cs	Epigenetic derep
Entry for CCc1cccc(C)c1NC(=O)Cn1nnc(-c2nc(-c3ccccc3F)no2)c1N : 6.2%	1.4%
Entry for O=C(Cn1c(=O)ccc2cc(S(=O)(=O)N3CCCC3)ccc21)NCc1ccc(Cl)cc1 : -18.2%	1.1%
Entry for O=C(NCc1cccnc1)C1CCN(Cc2cc3ccccc3n2Cc2cccc(Cl)c2)CC1 : -18.6%	-1.3%
Entry for COC(=O)c1ccc(NC(=O)C(=O)NCCc2sc(-c3cccc(F)c3)nc2C)cc1 : 1.2%	6.8%

(continued)
SMILES	Tau fluor cs	Epigenetic derep
CCOc1cccc(CNC(=O)c2ccc(N3CCCC3)c(NC(=O)NCc3ccccc3)c2)c1	-26.4%	-5.8%
Cc1ccc(S(=O)(=O)NCCS(=O)(=O)N2CCN(c3ccccc3)CC2)cc1	-10.5%	-1.7%
CCCNC(=O)c1ccc(Cn2c(SCC(N)=O)nc3ccccc3c2=O)cc1	8.1%	-1.7%
COC(=O)c1ccc(Cl)cc1NC(=O)N1CC2CCCN2c2ccccc21 (centres undefined)	?	-1.5%
CCOC(=O)c1c(C)oc2nc(C)nc(Nc3ccc(CC)cc3)c12	-7.6%	-1.3%
O=C(CSc1nc2c([nH]c3ccccc32)c(=O)n1-c1ccccc1)Nc1ccc(Cl)c(Cl)c1	-18.9%	0.0%
COCCNC(=O)c1ccc(-c2nc(CS(=O)(=O)c3ccccc3)c(C)o2)cc1	7.0%	4.9%
O=C(Cc1ccc(F)cc1)NCCc1csc(-c2ccc(C(F)(F)F)cc2)n1	-19.0%	1.1%
Cc1ccc(C)c(S(=O)(=O)NCCc2csc(-c3ccc(Cl)cc3)n2)c1	?	3.4%
Cc1cc(-c2ccc(C)c(S(=O)(=O)N3CCN(c4cccc(C(F)(F)F)c4)CC3)c2)on1	-17.4%	-1.0%
O=C(Cn1ccc2cc(S(=O)(=O)N3CCCC3)ccc21)NCc1ccccc1Cl	-2.7%	?
CCn1cc2nc(SCc3cccc(C(F)(F)F)c3)n(Cc3ccc(C)cc3)c(=O)c2n1	-3.1%	-3.1%
Cc1cccc(CN2CCC(CNC(=O)Cn3ncc4c([nH]c5ccc(C)cc54)c3=O)CC2)c1	-9.3%	0.0%
CCN(C(=O)CCS(=O)(=O)c1cc2[nH]c(=O)c(=O)[nH]c2cc1C)c1ccccc1	4.7%	5.0%
COc1cc(OC)c(NC(=O)CCc2nc(C3=CCN(Cc4cccc(Cl)c4)CC3)no2)cc1Cl	?	-3.6%
CCC1=C(c2ccc(C)cc2)S(=O)(=O)N=C1N1CCC(C(=O)Nc2ccccc2F)CC1	-13.4%	0.0%
CCCCn1c(=O)nc2n(-c3ccc(Br)cc3)c3ccccc3cc-2c1=O	-6.3%	9.4%
CN(C)c1ccc(C(CNC(=O)COc2ccc(Cl)cc2)N2CCOCC2)cc1 (centres undefined)	-23.7%	1.8%
CCCCN(CCCC)CCNC(=O)c1cc(=O)[nH]c2ccc(S(=O)(=O)N3CCCCCC3)cc12	1.5%	0.2%
